XBP1 UPR activ: activators of adaptive arm of unfolded protein response (XBP1) | AID 463104 | CHO-XBP1 luciferase reporter, IRE1-XBP1 UPR activation, luminescence; percent of tunicamycin response, DMSO as zero | activation, % at 20 µM | 330,000 tested, 0.33% active;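 active = versus positive control, 20 µM dose yields 30% or more activation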;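 also: 100% = tunicamycin at 10 µg/mL and 0% = DMSO only wells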
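Material: CHO-XBP1 cells stably carrying IRE1-XBP1-driven luciferase reporter / Amount: 1000 cells per well / Compound: 20 µM, 1% DMSO / Times: 6 h treatment, 37 °C / Detection: luciferase luminescence / Measure: % activation of reporter signal versus tunicamycin and DMSO controls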
APJ ag: activates the human apelin receptor APJ; activation, % at 20 µM; CHO-K1 APJ PathHunter beta-arrestin, luminescence; 0% DMSO wells, 100% apelin; 330,000 tested, 0.11% active;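 active = activation more than six SD over the plate average, tested at 20 µM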;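 also: 0% = DMSO alone and 100% = apelin-13 at 10 nM; some results filed as inactive read as strong as hits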
Target sequence (P35414 whole entry, looked up): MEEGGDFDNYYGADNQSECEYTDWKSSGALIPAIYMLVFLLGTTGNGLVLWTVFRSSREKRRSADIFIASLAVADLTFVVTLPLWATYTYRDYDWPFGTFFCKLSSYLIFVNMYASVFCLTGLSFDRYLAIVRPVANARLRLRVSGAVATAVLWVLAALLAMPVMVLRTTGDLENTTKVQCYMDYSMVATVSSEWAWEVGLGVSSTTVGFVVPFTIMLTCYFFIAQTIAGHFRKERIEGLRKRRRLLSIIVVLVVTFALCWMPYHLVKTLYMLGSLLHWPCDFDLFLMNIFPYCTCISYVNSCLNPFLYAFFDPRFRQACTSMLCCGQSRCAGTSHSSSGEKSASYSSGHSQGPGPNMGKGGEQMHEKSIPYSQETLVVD
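assay system = CHO-K1 APJ beta-arrestin complementation cell line | input = cell density 1000 per well | dosing = compound 20 µM once, DMSO 1% | timing = compound 90 min 25 °C, reagent 1 h | measured by = luminescence from split beta-galactosidase complementation, Galacton Star/Emerald II substrate | read-out basis = APJ agonist activity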
APJ antagonist: blocks the human apelin receptor APJ. 330,000 tested, 0.32% active. inhibition, % at 20 µM. CHO-K1 APJ beta-arrestin complementation, luminescence. P35414;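 active = inhibition above about 40% at 20 µM, limit read from the data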;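 also: cells challenged with 10 nM apelin-13 agonist together with compound; plate controls were apelin-13 plus DMSO wells for no effect and DMSO wells lacking apelin-13 for full effect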
tim23-1 inh: inhibits growth of tim23-1 mutant yeast | 330,000 tested, 1.3% active | S. cerevisiae tim23-1 growth, BacTiter-Glo luminescence, 24 h | AID 463212 | inhibition, % at 20 µM;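 active = growth inhibition of the mutant yeast at or above 50%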;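 also: temperature-sensitive mutant grown at 25 °C; plate controls were DMSO-treated mutant yeast for no effect and medium wells lacking yeast for full effect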
Mdm2 MdmX PPI: human Mdm2/MdmX binding inhibition | O15151+Q00987 | SaOS-2 split-luciferase Mdm2/MdmX complementation, luminescence | inhibition, % at 8 µM | 330,000 tested, 3% active;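 active = inhibition of at least 50% at 8 µM in the primary screen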
UPR CHOP act: activators of apoptotic arm of unfolded protein response (CHOP); AID 449763; CHO-CHOP luciferase reporter, UPR activation, luminescence; percent of tunicamycin response over DMSO baseline; activation, % at 10 µM; 330,000 tested, 0.34% active;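 active = at 10 µM dose, activation of 40% or more, normalized to positive control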;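 also: 100% = tunicamycin at 10 µg/mL and 0% = DMSO alone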
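Material: CHO-CHOP cells, stable luciferase reporter of PERK-eIF2a-CHOP signalling; quantity: 500 reporter cells seeded per well; buffer or medium: F12 medium containing 10% fetal bovine serum; compound: one dose, 10 µM in 0.5% DMSO; incubation: 6 h compound treatment, 37 °C; measured by: Steady-Glo luciferase luminescence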
Jurkat NFkB inh: inhibitors of the PMA/ionomycin-induced NF-kB reporter in Jurkat cells; inhibition, % at 4 µM; 330,000 tested, 0.53% active; PMA/ionomycin-induced NF-kB luciferase reporter, luminescence; in the data active = inhibition above about 50%
697 NFkB inh: lowers PMA/ionomycin-induced NF-kB signal in 697 B cells. AID 435022. 697 B-cell NF-kB luciferase reporter, 16 h. 330,000 tested, 0.33% active. inhibition, % at 4 µM; in the data active = inhibition above about 35%
The depositor's hits bear a star.

Sample of the layout:
How did Cc1cc(N2C(=O)C(=O)/C(=C(/O)c3ccc(F)cc3)C2c2cccc(Br)c2)no1 (centres undefined) do in these assays?
XBP1 UPR activ: -3.7; APJ ag: 7.1; APJ antagonist: 28.6; tim23-1 inh: -57.4; Mdm2 MdmX PPI: -12.5; UPR CHOP act: -1.2; Jurkat NFkB inh: -7.9; 697 NFkB inh: -5.5

How did CC(C)C(NC(=O)c1ccccc1)C(=O)NC1=NCCS1 (centres undefined) do in these assays?
XBP1 UPR activ: -3.8; APJ ag: -6.4; APJ antagonist: 3.6; tim23-1 inh: 4.3; Mdm2 MdmX PPI: 24.4; UPR CHOP act: -2.3; Jurkat NFkB inh: 6.5; 697 NFkB inh: 25.8

This part in full, previewed entries included:
How did Cc1cc(N2C(=O)C(=O)/C(=C(/O)c3ccc(F)cc3)C2c2cccc(Br)c2)no1 (centres undefined) do in these assays?
XBP1 UPR activ: -3.7; APJ ag: 7.1; APJ antagonist: 28.6; tim23-1 inh: -57.4; Mdm2 MdmX PPI: -12.5; UPR CHOP act: -1.2; Jurkat NFkB inh: -7.9; 697 NFkB inh: -5.5

How did CC(C)C(NC(=O)c1ccccc1)C(=O)NC1=NCCS1 (centres undefined) do in these assays?
XBP1 UPR activ: -3.8; APJ ag: -6.4; APJ antagonist: 3.6; tim23-1 inh: 4.3; Mdm2 MdmX PPI: 24.4; UPR CHOP act: -2.3; Jurkat NFkB inh: 6.5; 697 NFkB inh: 25.8

How did COc1ccc(C)cc1C(=O)C1CC(C(=O)O)C(C)(C)C1C (centres undefined) do in these assays?
XBP1 UPR activ: -1.0; APJ ag: 1.3; APJ antagonist: 1.7; tim23-1 inh: 1.9; Mdm2 MdmX PPI: 13.9; UPR CHOP act: 0.0; Jurkat NFkB inh: 2.9; 697 NFkB inh: 15.6

Results for COc1cc(C(c2nnnn2C2CCCC2)N2CCN(C)CC2)cc(OC)c1OC (centres undefined) ?
XBP1 UPR activ: -3.2; APJ ag: -1.0; APJ antagonist: 2.8; tim23-1 inh: -24.5; Mdm2 MdmX PPI: 9.2; UPR CHOP act: -0.6; Jurkat NFkB inh: -0.1; 697 NFkB inh: 11.9

How did CCC(NC(=O)COc1cc2c(c3oc(=O)c(C)c(C)c13)CCC(C)(C)O2)C(=O)O (centres undefined) do in these assays?
XBP1 UPR activ: 3.7; APJ ag: -0.4; APJ antagonist: -2.4; tim23-1 inh: 9.7; Mdm2 MdmX PPI: -17.3; UPR CHOP act: 0.7; Jurkat NFkB inh: 4.5; 697 NFkB inh: 12.5

Results for O=c1cc(-c2ccc(O)cc2)oc2cc(O)c(C3OC(CO)C(O)C(O)C3O)c(O)c12 (centres undefined) ?
XBP1 UPR activ: 4.7; APJ ag: -4.5; APJ antagonist: -10.0; tim23-1 inh: -3.7; Mdm2 MdmX PPI: 17.9; UPR CHOP act: 3.8; Jurkat NFkB inh: -1.5; 697 NFkB inh: -13.1

What do the screens show for `CN=C1SC(CC(=O)Nc2cccc(C(F)(F)F)c2)C(=O)N1C` (centres undefined)?
XBP1 UPR activ: -4.0; APJ ag: -1.2; APJ antagonist: 11.3; tim23-1 inh: 23.6; Mdm2 MdmX PPI: -9.4; UPR CHOP act: -1.4; Jurkat NFkB inh: -1.4; 697 NFkB inh: 4.8

Results for CCOc1ccc(CCNC(=O)COC(=O)c2nccnc2N)cc1OCC ?
XBP1 UPR activ: -2.7; APJ ag: -4.0; APJ antagonist: 10.8; tim23-1 inh: 1.9; Mdm2 MdmX PPI: 7.2; UPR CHOP act: -0.2; Jurkat NFkB inh: 1.8; 697 NFkB inh: 25.8

How did O=C(OCc1c(-c2ccccc2)ncc2ccccc12)c1cccs1 do in these assays?
XBP1 UPR activ: 3.9; APJ ag: -1.0; APJ antagonist: 10.4; tim23-1 inh: 46.6; Mdm2 MdmX PPI: 31.7; UPR CHOP act: 0.0; Jurkat NFkB inh: -5.1; 697 NFkB inh: -20.1

What do the screens show for `COc1cc(SC)ccc1C(=O)NC1CCCCC1`?
XBP1 UPR activ: 2.5; APJ ag: -1.5; APJ antagonist: 11.4; tim23-1 inh: -1.9; Mdm2 MdmX PPI: -13.9; UPR CHOP act: 2.7; Jurkat NFkB inh: -35.4; 697 NFkB inh: -7.1

Results for Cn1c(=O)[nH]c(=O)c2c1nc(SCC(=O)O)n2CCCc1ccccc1 ?
XBP1 UPR activ: 2.5; APJ ag: -1.6; APJ antagonist: 3.6; tim23-1 inh: 4.3; Mdm2 MdmX PPI: -15.4; UPR CHOP act: -1.7; Jurkat NFkB inh: -20.6; 697 NFkB inh: 9.2

How did CN(Cc1cccc2ccccc12)C(=O)c1cc(COc2c(F)cccc2F)on1 do in these assays?
XBP1 UPR activ: -1.0; APJ ag: -2.1; APJ antagonist: -0.8; tim23-1 inh: 14.1; Mdm2 MdmX PPI: -9.9; UPR CHOP act: -1.8; Jurkat NFkB inh: 0.6; 697 NFkB inh: -2.6

What do the screens show for `CCc1ccc(-c2nn(-c3ccccc3C)cc2C(=O)N2CCN(C3CCS(=O)(=O)C3)CC2)cc1` (centres undefined)?
XBP1 UPR activ: -1.1; APJ ag: -3.1; APJ antagonist: 12.4; tim23-1 inh: -2.8; Mdm2 MdmX PPI: 5.4; UPR CHOP act: 1.0; Jurkat NFkB inh: -3.8; 697 NFkB inh: 7.3

Results for CCc1ccc(CNc2ccc(N3CCN(C(C)=O)CC3)cc2)cc1 ?
XBP1 UPR activ: -1.0; APJ ag: 2.1; APJ antagonist: 13.3; tim23-1 inh: 17.4; Mdm2 MdmX PPI: -38.3; UPR CHOP act: 0.4; Jurkat NFkB inh: 3.4; 697 NFkB inh: -13.8

How did COc1ccc(N2CC(C(=O)NCc3ccco3)CC2=O)cc1 (centres undefined) do in these assays?
XBP1 UPR activ: -3.9; APJ ag: 0.0; APJ antagonist: 6.1; tim23-1 inh: 4.2; Mdm2 MdmX PPI: -18.3; UPR CHOP act: 0.9; Jurkat NFkB inh: 5.5; 697 NFkB inh: 10.8

What do the screens show for `CCS(=O)(=O)N1N=C(c2cccc(NS(C)(=O)=O)c2)CC1c1ccccc1` (centres undefined)?
XBP1 UPR activ: 1.7; APJ ag: -4.0; APJ antagonist: 5.4; tim23-1 inh: 9.5; Mdm2 MdmX PPI: 5.7; UPR CHOP act: -0.8; Jurkat NFkB inh: 6.6; 697 NFkB inh: -16.8

How did COc1ccc(F)cc1S(=O)(=O)NCc1ccccc1 do in these assays?
XBP1 UPR activ: 0.6; APJ ag: 1.0; APJ antagonist: 7.2; tim23-1 inh: 11.7; Mdm2 MdmX PPI: -27.0; UPR CHOP act: -0.3; Jurkat NFkB inh: 2.7; 697 NFkB inh: -8.5

What do the screens show for `CC(NS(=O)(=O)c1ccccc1)C(=O)NC1CCCC1` (centres undefined)?
XBP1 UPR activ: -2.8; APJ ag: 6.9; APJ antagonist: -1.0; tim23-1 inh: 3.0; Mdm2 MdmX PPI: 22.5; UPR CHOP act: -2.1; Jurkat NFkB inh: 15.1; 697 NFkB inh: -33.5

What do the screens show for `O=C(N1CCOCC1)N1CCN(S(=O)(=O)N2CCOCC2)CC1`?
XBP1 UPR activ: -0.3; APJ ag: -2.4; APJ antagonist: 0.5; tim23-1 inh: -8.8; Mdm2 MdmX PPI: -11.4; UPR CHOP act: -0.4; Jurkat NFkB inh: 1.3; 697 NFkB inh: 9.6

How did CCOC(=O)C1=CC[C@@H](c2ccccc2Cl)N(S(=O)(=O)c2ccc(C)cc2)[C@H]1C(=O)OCC do in these assays?
XBP1 UPR activ: -1.6; APJ ag: -2.5; APJ antagonist: 2.6; tim23-1 inh: 27.0; Mdm2 MdmX PPI: 17.1; UPR CHOP act: 3.7; Jurkat NFkB inh: 3.7; 697 NFkB inh: 14.3

Results for CC(=O)OCc1nc2sc(C)c(C)c2c(=O)[nH]1 ?
XBP1 UPR activ: 0.8; APJ ag: -3.6; APJ antagonist: 17.4; tim23-1 inh: 3.7; Mdm2 MdmX PPI: 23.9; UPR CHOP act: -0.2; Jurkat NFkB inh: -0.4; 697 NFkB inh: -15.3

What do the screens show for `O=c1[nH]c2cc3c(cc2cc1C(c1nnnn1Cc1ccccc1)N1CCCCCC1)OCCO3` (centres undefined)?
XBP1 UPR activ: 0.7; APJ ag: -0.6; APJ antagonist: 7.2; tim23-1 inh: 29.9; Mdm2 MdmX PPI: 0.4; UPR CHOP act: 1.4; Jurkat NFkB inh: -2.4; 697 NFkB inh: 20.5

Results for CC1CCCC(NC(=O)COC(=O)Cc2c[nH]c3ccccc23)C1C (centres undefined) ?
XBP1 UPR activ: -1.3; APJ ag: -2.7; APJ antagonist: 32.0; tim23-1 inh: 25.5; Mdm2 MdmX PPI: -10.6; UPR CHOP act: 0.1; Jurkat NFkB inh: -5.3; 697 NFkB inh: 14.8

How did C=CCn1c(=O)c2ccccc2n2c(SCC(=O)N(C)C)nnc12 do in these assays?
XBP1 UPR activ: -4.7; APJ ag: -2.9; APJ antagonist: -20.6; tim23-1 inh: 10.0; Mdm2 MdmX PPI: -9.8; UPR CHOP act: -0.1; Jurkat NFkB inh: -14.3; 697 NFkB inh: -5.9

How did O=C(N/N=C/c1cccc(O)c1)c1cc(-c2ccc3c(c2)OCO3)n[nH]1 do in these assays?
XBP1 UPR activ: 7.8; APJ ag: 5.4; APJ antagonist: 2.4; tim23-1 inh: 5.8; Mdm2 MdmX PPI: 14.7; UPR CHOP act: 1.2; Jurkat NFkB inh: -1.4; 697 NFkB inh: -34.4

How did Cc1c(C(=O)N/N=C/C(C)C)[nH]c2ccc([N+](=O)[O-])cc12 do in these assays?
XBP1 UPR activ: 0.8; APJ ag: 0.6; APJ antagonist: -6.5; tim23-1 inh: 7.7; Mdm2 MdmX PPI: 36.5; UPR CHOP act: 1.6; Jurkat NFkB inh: 14.3; 697 NFkB inh: 2.5

How did CN(C)/C=C1/C=C(c2ccccc2)OC1=O do in these assays?
XBP1 UPR activ: -0.2; APJ ag: 0.3; APJ antagonist: 20.9; tim23-1 inh: 56.0*; Mdm2 MdmX PPI: -6.7; UPR CHOP act: -0.1; Jurkat NFkB inh: -6.7; 697 NFkB inh: 15.7

How did C=CCNc1ncnc2sc(SC)nc12 do in these assays?
XBP1 UPR activ: 1.5; APJ ag: -2.5; APJ antagonist: -16.8; tim23-1 inh: 21.4; Mdm2 MdmX PPI: 21.4; UPR CHOP act: -0.3; Jurkat NFkB inh: -4.8; 697 NFkB inh: -8.0

What do the screens show for `O=C(NCCN1CCOCC1)c1ccc(Cl)cc1[N+](=O)[O-]`?
XBP1 UPR activ: 3.4; APJ ag: 3.0; APJ antagonist: 2.5; tim23-1 inh: 10.2; Mdm2 MdmX PPI: 12.8; UPR CHOP act: 0.3; Jurkat NFkB inh: 11.3; 697 NFkB inh: 7.3

Results for O=[N+]([O-])c1ccc(COc2cccnc2)cc1 ?
XBP1 UPR activ: -0.3; APJ ag: -0.6; APJ antagonist: 0.5; tim23-1 inh: 14.7; Mdm2 MdmX PPI: -3.4; UPR CHOP act: 3.2; Jurkat NFkB inh: -19.6; 697 NFkB inh: 22.5

Results for C/C(CC(=O)N1CCN(C=O)CC1)=N\NC(=O)c1cc2ccccc2cc1O ?
XBP1 UPR activ: -3.0; APJ ag: 5.2; APJ antagonist: -35.3; tim23-1 inh: 6.8; Mdm2 MdmX PPI: 48.5; UPR CHOP act: -1.0; Jurkat NFkB inh: -2.2; 697 NFkB inh: 11.4

Assay outcomes (PubChem BioAssay)
